# FUS suppressor: FUS proteinopathy suppression in yeast; S. cerevisiae FUS-expressing, growth rescue, OD600, 24 h; Potency, µM (highest dose often 76.6 µM), without a hit: at the top dose growth rescue (activation), actives largely listed as activators; 0.24% of 390,000 active;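 further: potency means the concentration at half of the fitted maximal effect; plate controls were DMSO vehicle for no effect and reference control for full effect; nearly all actives have a fitted effect of over 55% in size; some results filed as inactive show a strong effect at the top dose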
#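 Cultures pregrown in 2.5% raffinose medium are shifted to minimal medium containing 2% galactose to express toxic FUS. Compounds are tested at several concentrations. After 24hr at 30C, growth is quantified at 600 nm absorbance.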
# TDP43 rescue: TDP-43 toxicity inhibition in yeast. TDP-43 expressing yeast growth rescue, BacTiter-Glo, 24 h. Potency, µM (top dose mostly 46.1 µM), for the others: at the top dose growth rescue (activation), most hits filed as activators. 1.8% of 410,000 active. AID 652104; further: potency means the concentration at half of the fitted maximal effect; % of control where 0% means no effect; nearly all actives have a fitted effect of over 50% in size
#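 Readout is BacTiter-Glo luminescence of cell growth, so inhibitors register as activators. TDP-43-expressing yeast at OD600=0.02 in galactose medium, after raffinose pregrowth to mid-log, were incubated with compound for 24 hr at 30 deg C.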
# GLP1R inv ag: GLP-1 receptor (human) inverse agonism; P43220; HEK293 GLP-1R CRE-luciferase, luminescence, 24 h; GLP-1R form is constitutively active; Potency, µM (series often up to 38.3 µM), for inactives: at the top dose activity change, negative = inhibition, hits mostly inhibitors; 1.6% of 410,000 active; AID 624417; further: potency means the concentration at half of the fitted maximal effect; on the % scale 0 is the no-effect control and ±100 the full control effect; nearly all actives have a fitted effect of over 55% in size
# Target sequence (P43220 whole entry, looked up): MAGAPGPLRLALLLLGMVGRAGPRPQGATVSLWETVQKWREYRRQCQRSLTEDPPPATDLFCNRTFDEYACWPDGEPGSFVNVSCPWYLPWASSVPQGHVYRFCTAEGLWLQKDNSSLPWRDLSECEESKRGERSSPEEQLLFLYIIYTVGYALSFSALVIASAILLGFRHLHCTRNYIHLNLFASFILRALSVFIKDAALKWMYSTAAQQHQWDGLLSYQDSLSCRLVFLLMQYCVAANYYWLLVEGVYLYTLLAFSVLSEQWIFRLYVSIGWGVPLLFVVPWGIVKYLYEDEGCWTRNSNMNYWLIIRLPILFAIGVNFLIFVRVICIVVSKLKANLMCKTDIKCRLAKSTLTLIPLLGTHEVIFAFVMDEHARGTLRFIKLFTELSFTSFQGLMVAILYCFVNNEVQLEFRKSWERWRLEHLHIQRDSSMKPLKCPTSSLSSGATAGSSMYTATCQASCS
#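 Readout was luciferase luminescence, measured 12 min after detection reagent at room temperature. Beforehand, GLP-1R reporter HEK293 cells had sat 12 h, then received compounds for 24 hr at 37 deg C.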
# GLP-1R agonist: agonists of human GLP-1 receptor; P43220; HEK293 GLP-1R CRE-luciferase, luminescence, 4-6 h; cells express a hypersensitive GLP-1R form; Potency, µM (doses to about 45.6 µM), for the others: top-dose activation, usual class: activators; 0.007% of 380,000 active; further: potency means the concentration at half of the fitted maximal effect; % of control where 0% means no effect
# aSyn rescue: inhibitors of alpha-synuclein toxicity in yeast | Yeast expressing alpha-synuclein, growth rescue, BacTiter-Glo, 24 h | Potency, µM (titrated, usually from 46.1 µM), for inactives: top-dose growth rescue (activation), hits mostly activators | 0.14% of 370,000 active | AID 652106; further: potency means the concentration at half of the fitted maximal effect; % of control where 0% means no effect; nearly all actives have a fitted effect of over 65% in size
#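 Screening used galactose-induced yeast with toxic alpha-synuclein levels, exposed to compound for 24 hr at 30 deg C. Cell growth, read with BacTiter-Glo luminescence, gave the measured signal.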
# D3 antag: antagonists of human D3 dopamine receptor | P35462 | D3R cells, DiscoveRx beta-arrestin luminescence, antagonist mode; stronger effect = lower value | max response, negative = inhibition, % | 2.5% of 360,000 active | AID 652054; in the data active means max response below about -50%; inconclusive means no clear call, values can overlap the other calls; further: on the % scale 0 is the no-effect control and ±100 the full control effect; mostly tested at two doses, the higher about 12 µM
#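 Cells expressing the human receptor were seeded at 1500 cells/well, incubated overnight at 37 degrees C in 5% CO2, then exposed to library compounds with dopamine controls for 90 minutes at 37 degrees C before luminescent detection.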
# Abeta yeast res: compounds reversing amyloid beta toxicity in yeast; yeast expressing A-beta42, growth rescue, OD600, 48 h; response scale: 0% DMSO, 100% iron-clioquinol control; Potency, µM (series often up to 46.1 µM), for inactives: at the highest dose growth rescue, most hits filed as activators; 0.063% of 410,000 active; AID 1347071; further: potency means the concentration at half of the fitted maximal effect; nearly all actives have a fitted effect of over 55% in size
#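 Yeast growth medium received pinned compounds, then yeast cells expressing toxic A-beta were added; plates incubated at 30 C for 48 hr. Growth read as absorbance at 600 nm, normalized to DMSO and equimolar FeCl3 plus clioquinol controls.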
# Akt phos inh: Akt phosphorylation inhibition; Neuro2A IGF-stimulated pAkt S473 HTRF, 20 min; stronger effect = lower value; activity change, % for hits at 50 µM; 0.32% of 360,000 active; in the data active means activity change below about -80%; inconclusive means mostly about -51% to -80%; further: on the % scale 0 is the no-effect control and ±100 the full control effect
#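 Neuro2A cells in DMEM with 0.5% FBS, overnight at 37 deg C, given compound at single 50 µM final, then IGF (6 nM final) for 20 min at 37 deg C. Lysed; phospho-Akt Ser473 by HTRF after 24 h, 665/615 ratio.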
# PTHR1 agonist: agonists of human PTHR1 parathyroid hormone receptor; HEK293 GP2 PTHR1 cells, GloSensor cAMP luminescence, 1 h; 0.075% of 410,000 active; Potency, µM (series often up to 115 µM), for inactives: at the highest dose activation, actives largely listed as activators; Q03431; further: potency means the concentration at half of the fitted maximal effect; nearly all actives have a fitted effect of over 55% in size; some results filed as inactive show a strong effect at the top dose; inactives centre near -15; many of its hits are not listed in these tables
# Target sequence (Q03431 whole entry, looked up): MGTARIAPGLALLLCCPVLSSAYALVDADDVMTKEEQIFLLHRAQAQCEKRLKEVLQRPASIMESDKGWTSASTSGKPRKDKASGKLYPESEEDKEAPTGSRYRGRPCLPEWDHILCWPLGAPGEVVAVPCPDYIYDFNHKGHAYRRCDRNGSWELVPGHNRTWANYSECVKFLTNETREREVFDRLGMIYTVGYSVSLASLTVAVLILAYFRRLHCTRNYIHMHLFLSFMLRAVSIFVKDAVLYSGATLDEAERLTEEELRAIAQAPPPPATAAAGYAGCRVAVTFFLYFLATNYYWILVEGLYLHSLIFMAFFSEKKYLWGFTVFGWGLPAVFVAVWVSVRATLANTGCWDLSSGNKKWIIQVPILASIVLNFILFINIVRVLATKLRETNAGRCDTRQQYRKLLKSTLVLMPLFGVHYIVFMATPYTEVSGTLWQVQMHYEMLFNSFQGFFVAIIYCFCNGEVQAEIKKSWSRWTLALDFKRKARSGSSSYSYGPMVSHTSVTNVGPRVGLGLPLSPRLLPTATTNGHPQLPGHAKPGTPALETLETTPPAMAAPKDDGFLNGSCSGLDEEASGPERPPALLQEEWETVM
#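 HEK-293-derived GP2 cells expressing PTHR1 and a GloSensor cAMP reporter, 3,000/well, plated overnight, given luciferin plus IBMX (each 0.5 mM as added) for 1 h at 37 °C, then compound for 1 h at 37 °C. Luminescence was read after 15 min at room temperature.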
# Starred values were filed as active, the others as inactive; i = inactive; ? = inconclusive; . = no result given; & = joins results of further samples; [ ] = remark or other dose. Unless noted, the call rests on the fitted dose curve; in most records, active means well fitted curve in the direction sought with a large enough effect; inconclusive means small, poorly fitted or top-dose-only effect, or another doubt; inactive means no such curve, though single readings can be large; an effect the other way counts as inactive or inconclusive.
entry	smiles	D3 antag	GLP-1R agonist	PTHR1 agonist	Akt phos inh	aSyn rescue	GLP1R inv ag	FUS suppressor	TDP43 rescue	Abeta yeast res
1	CC(=O)Nc1ccc(OC(=O)c2c(-c3ccccc3Cl)noc2C)cc1	24.4	1.4%	-19.7%	i	-7.6%	-13.2%	.	11.9%	-9.4%
2	Cc1cc(Oc2cccc3c2S(=O)(=O)N(C2CCCC2)CC(COCc2ccccc2)O3)cc(C)c1C (stereo unspecified)	18.2	-1.9%	-13.4%	i	-0.8%	?	4.9%	5.7%	5.1%
3	O=C(CCC(=O)N(Cc1ccco1)C(C(=O)NC1CCCC1)c1ccncc1)Nc1cccnc1 (stereo unspecified)	7.9	6.5%	i	i	-9.4%	3.0%	0.7%	9.8%	4.1%
4	COc1ccc(C2C(C(C)=O)=C(O)C(=O)N2c2nc3ccccc3s2)cc1OC (stereo unspecified)	1.3	-0.9%	-12.1%	i	-7.9%	13.2%	29.7%	-11.0%	8.0%
5	N#Cc1cc(Nc2c(N)nc[nH]c2=O)c([N+](=O)[O-])cc1C#N	-0.2	0.9%	?	i	-3.8%	3.1%	27.6%	-15.8%	-14.7%
6	CC1CCN(S(=O)(=O)c2c[nH]c(=O)[nH]c2=O)CC1	5.0	-2.1%	-14.5%	i	0.7%	-14.0%	24.3%	-22.3%	-8.5%
7	CCOC(=O)c1nnc2c(Br)c(-c3ccccc3)nn2c1C	-2.6	0.1%	i	i	4.9%	-28.7%	6.6%	0.0%	-33.5%[inhibitor]
8	O=C(O)CN1CCCCCC1=O	-9.5	-4.5%	9.9%	i	-14.1%	1.1%	-50.5%	16.1%	-8.7%
9	CCOc1ccc(N2CC(C(=O)Nc3ccc(OC)c(S(=O)(=O)N4CCCCC4)c3)CC2=O)cc1 (stereo unspecified)	0.9	10.5%	-2.3%	i	1.1%	-37.0%	28.0%	11.2%[9.22 µM]	6.4%
10	CN(C)C(=O)CSc1nnc(CCN)o1	10.0	-3.0%	-3.8%	i	-15.6%	-5.9%	-12.3%	-16.7%	2.2%
11	O=C(c1ccc2c(c1)N(Cc1ccccc1)C(=O)c1ccccc1S2(=O)=O)N1CCC(Cc2ccccc2)CC1	.	.	i	.	.	12.8%	2.8%	15.2%	-6.4%
12	O=C(c1ccco1)N1CCN(Cc2c(Cl)cccc2Cl)CC1	-6.9	12.1%	-55.5%[inhibitor]	i	-3.9%	?	-2.5%	16.9%	2.5%
13	O=C(COCc1cc(-c2cccs2)on1)NC1CCCCC1	6.6	-2.5%	-42.1%	i	7.1%	-8.1%	-4.4%	?	0.6%
14	O=C(NC1CCCCC1)C(c1ccc2ncccc2c1)N(Cc1ccccc1)C(=O)c1ccc2c(c1)OCCO2 (stereo unspecified)	-10.1	5.6%	-18.9%[57.5 µM]	i	6.4%	-7.5%	?	-27.7%	-12.3%
15	Cc1ccc(CN2C(=NC(=O)CCC(=O)O)SC3CS(=O)(=O)CC32)cc1 (stereo unspecified)	3.9	-0.7%	i	i	2.1%	17.3%	23.7%	15.6%	9.1%
16	COc1ccc(Nc2cc(C(=O)N3CCc4ccccc4C3)c3ccccc3n2)c(OC)c1	22.4	-0.1%	-57.5%[inhibitor]	i	9.3%	?	9.7%	0.6%	7.6%
17	CC(=O)N1CCc2c(sc3c2c(=O)n(-c2ccccc2)c(=O)n3CC(=O)Nc2ccccc2C)C1	.	0.0%	18.1%	.	.	-13.7%	2.6%	-19.2%	-18.7%
18	COc1ccc(CC(CC(=O)O)C(=O)NCc2ccccc2)cc1 (stereo unspecified)	-68.8*	2.1%	7.5%	i	-8.2%	-14.0%	27.1%	-18.7%[0.397 µM]	2.6%
19	NC(=O)/C(=C/c1ccco1)NC(=O)/C=C/c1ccccc1	-6.0	-12.5%	i	i	-5.8%	0.5%	11.9%	1.0%	3.1%
20	Cc1ccc(CN2CCN(Cc3c(C)nn(C(C)C)c3C)CC2CCO)o1 (stereo unspecified)	10.0	1.2%	i	i	2.8%	9.4%	-17.0%	13.6%	1.5%
21	O=C(OCn1ncc(Br)c(Br)c1=O)c1ccccc1Cl	-88.4*	-21.5%	-2.9%[57.5 µM]	i	-6.6%	?	18.1%	6.31µM*	-65.2%[inhibitor]
22	COc1ccccc1NS(=O)(=O)c1cc(N)ccc1N1CCCC1	-8.1	0.0%	-22.2%	i	0.0%	9.1%	16.7%	-93.3%[inhibitor]	7.0%
23	CSc1ccc(/C=C/C(=O)OCC(=O)N2CCN(c3ccccc3)CC2)cc1	11.5	-0.2%	-12.3%	i	3.2%	10.9%	17.7%	-25.1%	-6.2%
24	CCOC(=O)c1[nH]c(C)c(/C(O)=C2\C(=O)C(=O)N(CCCn3ccnc3)C2c2ccncc2)c1C (stereo unspecified)	-5.4	-15.7%	i	i	-18.1%	-12.5%	2.0%	5.7%	-2.7%
25	COc1ccc(-c2cc(C(=O)NC3CCCC3)no2)cc1	-1.9	5.9%	i	i	1.2%	9.9%	-6.2%	5.6%	6.7%
26	CCc1cccc(OCC(=O)Nc2cc(Cl)ccc2-n2cncn2)c1	-4.9	7.7%	11.9%	i	?	-26.8%	0.1%	?	-21.2%
27	Cc1ccccc1NC(=O)CC(=O)c1ccccc1	1.9	2.7%	-9.7%	i	12.8%	12.0%	-16.0%	10.3%	4.3%
28	Cc1ccc2nc(COC(=O)CNC(=O)c3ccccc3)cn2c1	-4.7	0.3%	i	i	-8.2%	12.9%	-8.7%	-3.9%	2.5%
29	Cc1ccc(-c2ccccc2)n1-c1ccc(C(=O)O)cc1	-2.2	-1.2%	-12.6%	i	-26.2%	-4.1%	9.1%	12.6µM*	-16.4%
30	COc1cc2c(C(=O)N3CCN(c4cccc(Cl)c4)CC3)cn(C)c(=O)c2cc1OC	6.6	-1.5%	-9.9%	i	12.1%	-18.3%&-2.4%	-1.5%&-22.4%	0.0%&19.4%	-8.8%&4.2%
31	CCC(C)[C@H](NC(=O)N1CC(=O)Nc2ccccc21)C(=O)N1CCC(C(=O)O)CC1 (stereo partly specified)	-2.6	5.9%	i	.	0.3%	-12.6%	-17.5%	9.8%	-4.5%
32	O=C(Oc1ccccc1)c1cccc2cccnc12	-53.6*	2.0%	i	i	1.3%	-18.4%	-12.3%	-58.9%[inhibitor]	-93.0%[inhibitor]
33	Cc1ccc(Cn2c(=N)c(S(=O)(=O)c3ccc(Br)cc3)cc3c(=O)n4ccccc4nc32)cc1	11.0	0.4%	i	i	1.5%	4.9%	10.4%	2.1%	3.3%
34	CCOC(=O)CSc1nnc(Cc2ccccc2)n1Cc1ccco1	13.9	-0.1%	i	.	5.3%	-9.2%	8.9%	9.0%	9.2%
35	CC(C)CN(C(=O)COC(=O)CCc1c[nH]c2ccccc12)C1CCS(=O)(=O)C1 (stereo unspecified)	7.8	-3.5%	i	i	-4.9%	10.1%	12.6%	9.1%	11.3%
36	CN(CC(=O)Nc1ccccc1C(F)(F)F)C(=O)COc1ncnc2sccc12	3.5	-2.7%	i	i	3.5%	-5.0%	2.4%	1.8%	11.3%
37	Cc1c(NC(=O)c2ccc(N3CCC(C)CC3)c([N+](=O)[O-])c2)cccc1-c1nc2ccccc2o1	.	.	-16.2%	.	.	1.3%	-10.7%	9.9%	1.5%
38	CC(C)(C)c1ccc(S(=O)(=O)N2CCC(NC(=O)c3ccco3)CC2)cc1	4.4	0.1%	i	i	0.9%	-20.4%	11.4%	-19.1%	-10.1%
39	CCC(Oc1ccccc1)C(=O)Nc1nnc(S(=O)(=O)N2CCCC2)s1 (stereo unspecified)	4.4	-1.3%	-10.1%&-23.4%	i	-2.1%	?	6.1%&-10.6%	24.7%&7.8%	7.0%&14.4%
40	O=C(N/N=C/c1ccco1)C(O)C(O)C(=O)N/N=C/c1ccco1 (stereo unspecified)	-2.1	5.9%	-23.5%	i	1.9%	0.1%	28.7%	0.0%	-9.2%

# A few values from above.
# Result for cpd 30 in aSyn rescue: 12.1%
# Result for cpd 19 in D3 antag: -6.0

# Additional records:
entry	smiles	D3 antag	GLP-1R agonist	PTHR1 agonist	Akt phos inh	aSyn rescue	GLP1R inv ag	FUS suppressor	TDP43 rescue	Abeta yeast res
41	O=C1OC(c2ccc(Cl)cc2)=N/C1=C\C=C\c1ccco1	0.9	-0.8%	i	i	-0.8%	19.1%	-9.4%	0.0%	-3.6%
42	CC(=O)Nc1cccc(/C(C)=N/N2C(C)CCCC2C)c1 (stereo unspecified)	-8.0	-0.6%	-9.7%	i	-5.6%	-6.1%	-26.6%	13.2%	4.8%
43	O=C1NC(c2ccc(Cl)c([N+](=O)[O-])c2)Nc2ccccc21 (stereo unspecified)	?	-3.1%	?	i	-1.8%	?	-21.2%	-4.1%	-9.0%
44	O=C(Nc1ccc(C(=O)OCc2cc(=O)n3c4c(sc3n2)CCCC4)cc1)c1ccc(Cl)cc1	.	.	-6.1%	.	.	6.3%	22.3%	20.0%	-7.8%
45	Cc1cc(/C=N/NC(=O)c2cccc([N+](=O)[O-])c2)c(C)n1-c1ccccc1	-27.4	6.1%	i	i	-1.0%	?	?	-16.1%	0.0%
46	Cc1ccccc1-c1nc(CS(=O)(=O)CC(=O)NC2CCCC2)c(C)o1	18.4	5.2%	-17.0%	i	4.1%	-29.4%	?	23.3%	.
47	Cc1nc(N2C(=O)c3oc4ccccc4c(=O)c3C2c2cccc(OCCC(C)C)c2)sc1C (stereo unspecified)	.	.	i	.	.	3.7%	31.0%	17.9%	-5.6%
48	Cc1cc(=O)oc(C)c1C(=O)NCCCN1CCN(c2ccc(F)cc2)CC1	?	-2.2%	-0.1%[57.5 µM]	i	-0.7%	1.5%	?	-13.7%	-21.9%

# Screens from PubChem BioAssay.

# Only part of the results is shown (hit frequency here may not be typical).
